Growth percent in the NCI-60 one-dose screen (48 h, 10 µM unless noted): 100 = growth as untreated, 0 = no growth, -100 = all killed.
A498 – A498 renal cancer cells; 76,000 compounds, 5.4% hits
TK-10 – TK-10 renal cancer cells; 81,000 compounds, 3.9% hits; AID 1794769
OVCAR-5 – OVCAR-5 ovarian cancer | AID 1794783 | 82,000 compounds, 2.9% hits
RXF 393 – RXF 393 renal cancer cells; 77,000 compounds, 6.9% hits
OVCAR-8 – OVCAR-8 ovarian cancer; AID 1794782; 81,000 compounds, 4.4% hits
ACHN – ACHN renal cancer | 81,000 compounds, 4.9% hits | AID 1794771
CAKI-1 – CAKI-1 renal cancer. 75,000 compounds, 4.7% hits. AID 1794772
OVCAR-3 – OVCAR-3 ovarian cancer. 79,000 compounds, 7% hits. AID 1794787
* hit, by the source's call; & = joins results of further samples; [ ] = remark or other dose. The calls were made as follows: active = growth percent below 10; inactive = the rest. Only part of the results is shown; rates above refer to the full screens.

Screening CCOC(=O)c1cnc2c(OC)ccc(OC)c2c1Cl returned A498 92, TK-10 106, OVCAR-5 109, RXF 393 115, OVCAR-8 101, ACHN 100 and OVCAR-3 108.
For CCOC(=O)[C@@H]1CSC(C)=C(C(=O)O)N1 the results were A498 114, TK-10 83, OVCAR-5 99, RXF 393 89, OVCAR-8 94, ACHN 93, CAKI-1 93 and OVCAR-3 105.
Screening Fc1ccc(F)c(-c2cnc3nonc3n2)c1 returned A498 107, TK-10 116, OVCAR-5 103, RXF 393 117, OVCAR-8 96, ACHN 102, CAKI-1 105 and OVCAR-3 89.
`COc1ccc(OC)c2c1nc(N)c1c3ccccc3cn21` gave A498 116, TK-10 124, OVCAR-5 104, OVCAR-8 65, ACHN 72, CAKI-1 83 and OVCAR-3 91.
O=c1c2ccccc2nc(COc2ccccc2)n1/N=C/c1ccc(N2CCOCC2)cc1 was read as A498 78, TK-10 82, OVCAR-5 93, OVCAR-8 33, ACHN 61, CAKI-1 52 and OVCAR-3 85.
For COc1ccc2cc(-c3nn(CC4CCN(C)CC4)c(N)c3C(N)=O)ccc2c1 the results were A498 80&93, TK-10 92&93, OVCAR-5 88&100, RXF 393 100&120, OVCAR-8 93&103, ACHN 90&109, CAKI-1 99&96 and OVCAR-3 91&110.
For C[C@@H](O)[C@@H]1NC(=O)[C@H](CCC(N)=O)NC(=O)[C@@H](Cc2ccc(O)cc2)NC(=O)CSC[C@@H](C(N)=O)NC(=O)[C@H](Cc2ccccc2)NC(=O)[C@H](CO)NC(=O)[C@H](Cc2ccc(O)cc2)NC(=O)[C@H](CCCNC(=N)N)NC(=O)[C@H](CCCNC(=N)N)NC(=O)CNC(=O)[C@H](CCCNC(=N)N)NC(=O)[C@H](Cc2c[nH]c3ccccc23)NC(=O)[C@H](CO)NC(=O)[C@H](Cc2c[nH]c3ccccc23)NC1=O the results were A498 98, TK-10 94, OVCAR-5 112, RXF 393 107, OVCAR-8 110, ACHN 101, CAKI-1 91 and OVCAR-3 113.
Screening O=C1CC(N2C(=O)CSC2=S)C(=O)N1c1ccc(O)cc1 (stereo not drawn) returned A498 116, TK-10 93, OVCAR-5 102, RXF 393 109, OVCAR-8 101, ACHN 100, CAKI-1 101 and OVCAR-3 123.
`COc1ccc(-c2nc3ccc(C(=O)NN4C(=O)c5ccc(C(=O)O)cc5C4=O)cc3[nH]2)cc1` gave A498 110, TK-10 105, OVCAR-5 100, RXF 393 88, OVCAR-8 99, ACHN 103, CAKI-1 91 and OVCAR-3 125.
`CC(C)(C)c1cc(-n2nc3ccccc3[n+]2[O-])c(O)c(C(C)(C)C)c1` gave A498 108, TK-10 100, OVCAR-5 109, RXF 393 88, OVCAR-8 84, ACHN 70, CAKI-1 73 and OVCAR-3 78.

The final 4 entries of the section before come first, to join the parts.
For C[C@@H](O)[C@@H]1NC(=O)[C@H](CCC(N)=O)NC(=O)[C@@H](Cc2ccc(O)cc2)NC(=O)CSC[C@@H](C(N)=O)NC(=O)[C@H](Cc2ccccc2)NC(=O)[C@H](CO)NC(=O)[C@H](Cc2ccc(O)cc2)NC(=O)[C@H](CCCNC(=N)N)NC(=O)[C@H](CCCNC(=N)N)NC(=O)CNC(=O)[C@H](CCCNC(=N)N)NC(=O)[C@H](Cc2c[nH]c3ccccc23)NC(=O)[C@H](CO)NC(=O)[C@H](Cc2c[nH]c3ccccc23)NC1=O the results were A498 98, TK-10 94, OVCAR-5 112, RXF 393 107, OVCAR-8 110, ACHN 101, CAKI-1 91 and OVCAR-3 113.
Screening O=C1CC(N2C(=O)CSC2=S)C(=O)N1c1ccc(O)cc1 (stereo not drawn) returned A498 116, TK-10 93, OVCAR-5 102, RXF 393 109, OVCAR-8 101, ACHN 100, CAKI-1 101 and OVCAR-3 123.
`COc1ccc(-c2nc3ccc(C(=O)NN4C(=O)c5ccc(C(=O)O)cc5C4=O)cc3[nH]2)cc1` gave A498 110, TK-10 105, OVCAR-5 100, RXF 393 88, OVCAR-8 99, ACHN 103, CAKI-1 91 and OVCAR-3 125.
`CC(C)(C)c1cc(-n2nc3ccccc3[n+]2[O-])c(O)c(C(C)(C)C)c1` gave A498 108, TK-10 100, OVCAR-5 109, RXF 393 88, OVCAR-8 84, ACHN 70, CAKI-1 73 and OVCAR-3 78.
For CC(C)=C[C@@H]1C[C@H](O)Cc2ccc(Cl)c(C)c2N1 the results were A498 91, TK-10 113, OVCAR-5 98, RXF 393 118, OVCAR-8 100, ACHN 99, CAKI-1 90 and OVCAR-3 104.
`CC(C)(CO)NC(Cc1ccccc1)c1ccccc1` (stereo not drawn) gave A498 80, TK-10 102, OVCAR-5 87, RXF 393 98, OVCAR-8 100, ACHN 101, CAKI-1 93 and OVCAR-3 93.
Screening Cc1ccc2cc(O)ccc2c1 returned A498 101, TK-10 100, OVCAR-5 99, RXF 393 121, OVCAR-8 103, ACHN 103 and CAKI-1 90.
Screening O=P(O)(O)Cc1c(Cl)c(Cl)c(CP(=O)(O)O)c(Cl)c1Cl returned A498 108, TK-10 113, OVCAR-5 110, RXF 393 124, OVCAR-8 103, ACHN 115, CAKI-1 100 and OVCAR-3 116.
`O=C(CCCCCCC(=O)Nc1ccc(C(=O)/C=C/c2cn(-c3ccccc3)nc2-c2ccc([N+](=O)[O-])cc2)cc1)NNc1ccccc1` gave A498 90, TK-10 114, OVCAR-5 103, RXF 393 110, OVCAR-8 97, ACHN 99, CAKI-1 89 and OVCAR-3 110.
`O=C(Oc1ccc2ccccc2c1)c1ccc([N+](=O)[O-])cc1` gave A498 55, TK-10 104, OVCAR-5 97, RXF 393 107, OVCAR-8 112, ACHN 100, CAKI-1 100 and OVCAR-3 113.
CON(C)N=Nc1ccc(C(N)=O)cc1 was read as A498 139, TK-10 108, OVCAR-5 102, RXF 393 119, OVCAR-8 97, ACHN 102, CAKI-1 97 and OVCAR-3 118.
Screening C#CCOc1ccccc1C(=O)NNc1ccc([N+](=O)[O-])cc1[N+](=O)[O-] returned A498 90, TK-10 115, OVCAR-5 96, RXF 393 84, OVCAR-8 93, ACHN 92, CAKI-1 92 and OVCAR-3 101.
`O=C(O)CN1C(=O)S/C(=C\C(Cl)=C\c2ccccc2)C1=O` gave A498 120, TK-10 125, OVCAR-5 112, RXF 393 111, OVCAR-8 106, ACHN 107, CAKI-1 93 and OVCAR-3 116.
For C/C(=N\O)c1ccc(N2C(=O)C3C(C2=O)C2(Cl)C(Cl)=C(Cl)C3(Cl)C2(Cl)Cl)cc1 (stereo not drawn) the results were A498 101, TK-10 92, OVCAR-5 101, RXF 393 101, OVCAR-8 104, ACHN 101 and CAKI-1 94.
Screening Cc1ccc(N2C(=O)CCSC2=S)cc1 returned A498 104, TK-10 98, OVCAR-5 108, RXF 393 115, OVCAR-8 98, ACHN 104, CAKI-1 95 and OVCAR-3 108.
Screening O=C(C(/C=N/C(=S)NCc1ccccc1)=C(/O)c1ccccc1)c1ccccc1 returned A498 92, TK-10 131, OVCAR-5 110, RXF 393 115, OVCAR-8 101, ACHN 106, CAKI-1 106 and OVCAR-3 100.
O=S(=O)(NC1CCCCC1)c1ccccc1 was read as A498 93, TK-10 91, OVCAR-5 84, RXF 393 93, OVCAR-8 97, CAKI-1 104 and OVCAR-3 103.
`COc1ccc(-c2nc(-c3cn(C)c4ncccc34)cs2)cc1` gave A498 24[100 µM], TK-10 -21*[100 µM], OVCAR-5 28[100 µM], RXF 393 -13*[100 µM], OVCAR-8 12[100 µM], ACHN 8.6*[100 µM], CAKI-1 0.1*[100 µM] and OVCAR-3 18[100 µM].
COc1cccc(NC(=O)Nc2ccc(Oc3ncnc4sc5c(c34)CCCC5)cc2)c1 was read as A498 68, TK-10 74, OVCAR-5 105, RXF 393 74, OVCAR-8 90, ACHN 75, CAKI-1 81 and OVCAR-3 68.
CC(Cc1cccc2ccccc12)C(C)(C(=O)Oc1ccccc1)C(=O)Oc1ccccc1 (stereo not drawn) was read as A498 88, TK-10 105, OVCAR-5 89, RXF 393 101, OVCAR-8 97, ACHN 96, CAKI-1 81 and OVCAR-3 99.
For CCN(CC)Cc1cc(Nc2c3ccc(Cl)cc3nc3ccc(OC)cc23)ccc1O the results were A498 77, TK-10 97, OVCAR-5 51, RXF 393 -13*, OVCAR-8 38, ACHN 60, CAKI-1 70 and OVCAR-3 57.
For COCCNC(=O)Cc1cc(-c2ccc(Cl)cc2)n(-c2ccccc2)c1C the results were A498 90, TK-10 95, OVCAR-5 90, RXF 393 85, OVCAR-8 86, ACHN 93, CAKI-1 73 and OVCAR-3 116.
CS(=O)(=O)c1ccc2c(c1)c1c(n2Cc2ccc(Cl)cc2)CCCC1 was read as A498 74, TK-10 89, OVCAR-5 88, RXF 393 73, OVCAR-8 73, ACHN 67 and CAKI-1 54.
Screening Nc1nc2c(ncn2[C@@H]2O[C@H](C(=O)NO)[C@@H](O)[C@H]2O)c(=O)[nH]1 returned A498 107, TK-10 102, OVCAR-5 105, RXF 393 128, OVCAR-8 100, ACHN 109, CAKI-1 103 and OVCAR-3 111.

3 compounds already listed, arranged by number of heavy atoms, ascending.
For COCCNC(=O)Cc1cc(-c2ccc(Cl)cc2)n(-c2ccccc2)c1C the results were A498 90, TK-10 95, OVCAR-5 90, RXF 393 85, OVCAR-8 86, ACHN 93, CAKI-1 73 and OVCAR-3 116.
Screening O=C(C(/C=N/C(=S)NCc1ccccc1)=C(/O)c1ccccc1)c1ccccc1 returned A498 92, TK-10 131, OVCAR-5 110, RXF 393 115, OVCAR-8 101, ACHN 106, CAKI-1 106 and OVCAR-3 100.
`COc1ccc(-c2nc3ccc(C(=O)NN4C(=O)c5ccc(C(=O)O)cc5C4=O)cc3[nH]2)cc1` gave A498 110, TK-10 105, OVCAR-5 100, RXF 393 88, OVCAR-8 99, ACHN 103, CAKI-1 91 and OVCAR-3 125.

Continuation.
Screening COc1ccc(-n2c(SCc3nnc(NC(=O)c4ccc(Br)cc4)s3)nc3ccc(Cl)cc3c2=O)cc1 returned TK-10 111, OVCAR-5 95, RXF 393 83, OVCAR-8 96, ACHN 98 and CAKI-1 81.
CC1=C(C(=O)OCC(C)C)C(c2ccc3c(c2)OCO3)NC(=S)N1 (stereo not drawn) was read as A498 121, TK-10 101, OVCAR-5 105, RXF 393 100, OVCAR-8 102, ACHN 98, CAKI-1 87 and OVCAR-3 109.
COc1ccc(S(=O)(=O)O)cc1NS(=O)(=O)c1ccc(C)cc1 was read as A498 103, TK-10 109, OVCAR-5 87, RXF 393 101, OVCAR-8 107, ACHN 95, CAKI-1 99 and OVCAR-3 108.
CSc1nc(O)c(-c2ccccc2)c(=O)[nH]1 was read as TK-10 97, OVCAR-5 98, RXF 393 116, OVCAR-8 101, ACHN 93, CAKI-1 94 and OVCAR-3 120.
For Cc1cc(C)c(NC(=O)c2sc3nc4c(cc3c2N)CCCC4)c(C)c1 the results were A498 13, TK-10 65, OVCAR-5 91, RXF 393 58, OVCAR-8 62, ACHN 56, CAKI-1 53 and OVCAR-3 18.
Screening O=C1c2ccccc2C(=O)N1Cc1c(Cl)cccc1[N+](=O)[O-] returned A498 79, TK-10 122, OVCAR-5 108, ACHN 102, CAKI-1 95 and OVCAR-3 113.
Screening Cc1nn(-c2c(F)c(F)c(F)c(F)c2F)c(C)c1N=Nc1ccc(Br)cc1 returned A498 104, TK-10 94, OVCAR-5 108, RXF 393 121, OVCAR-8 82, ACHN 102, CAKI-1 93 and OVCAR-3 108.

Nothing new here: two of the compounds above.
Screening COc1ccc(-n2c(SCc3nnc(NC(=O)c4ccc(Br)cc4)s3)nc3ccc(Cl)cc3c2=O)cc1 returned TK-10 111, OVCAR-5 95, RXF 393 83, OVCAR-8 96, ACHN 98 and CAKI-1 81.
CC1=C(C(=O)OCC(C)C)C(c2ccc3c(c2)OCO3)NC(=S)N1 (stereo not drawn) was read as A498 121, TK-10 101, OVCAR-5 105, RXF 393 100, OVCAR-8 102, ACHN 98, CAKI-1 87 and OVCAR-3 109.

Bioassay records from PubChem BioAssay.
